CF NFkB inh: blocks PAF-induced NF-kB reporter in cystic fibrosis cells | KKLEB NF-kB-GFP reporter, GFP fluorescence overnight | 0.86% of 360,000 active | inhibition, % at 5 µM | AID 588850;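 active = at least 50% inhibition at 5 µM, scaled per plate between neutral and stimulator controls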;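 also: PAF is a Pseudomonas aeruginosa culture filtrate used as stimulus; plate controls were PAF-stimulated DMSO wells for no effect and unstimulated DMSO wells for full effect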
SRC1 inh: inhibitors of human steroid receptor coactivator 1 (SRC1). Q15788. HEK293 GAL4-SRC1 luciferase reporter, luminescence. inhibition, % at 3.6 µM. 0.12% of 360,000 active. AID 588354;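 active = inhibition above the campaign mean plus 3 SD, with each screening campaign given its own cutoff, cut at about 60% in these data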;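 also: 0% = DMSO treated cells and 100% = gossypol at 36 µM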
SRC3 inh: human NCOA3 inhibition; HEK293 GAL4-SRC3 luciferase reporter, luminescence; 0.17% of 360,000 active; Q9Y6Q9; inhibition, % at 3.6 µM; AID 588352;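 active = inhibition above a per-campaign cutoff, the mean of all compounds plus 3 SD, cut at about 60% in these data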;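 also: 0% = DMSO-treated cells and 100% = gossypol-treated cells at 36 µM; higher means less SRC3-driven luciferase light from the GAL4 reporter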
NR5A2 inv ag: suppresses constitutive activity of human LRH-1; HEK293T StAR-luciferase reporter, LRH-1 transfected, 24 h; 0.13% of 360,000 active; inhibition, % at 3.6 µM;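 active = inhibition above the mean inhibition of all tested compounds plus 3 SD, cut at about 73% in these data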;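 also: 0% = DMSO wells and 100% = reporter-only cells lacking LRH-1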
Target sequence (O00482 whole entry, looked up): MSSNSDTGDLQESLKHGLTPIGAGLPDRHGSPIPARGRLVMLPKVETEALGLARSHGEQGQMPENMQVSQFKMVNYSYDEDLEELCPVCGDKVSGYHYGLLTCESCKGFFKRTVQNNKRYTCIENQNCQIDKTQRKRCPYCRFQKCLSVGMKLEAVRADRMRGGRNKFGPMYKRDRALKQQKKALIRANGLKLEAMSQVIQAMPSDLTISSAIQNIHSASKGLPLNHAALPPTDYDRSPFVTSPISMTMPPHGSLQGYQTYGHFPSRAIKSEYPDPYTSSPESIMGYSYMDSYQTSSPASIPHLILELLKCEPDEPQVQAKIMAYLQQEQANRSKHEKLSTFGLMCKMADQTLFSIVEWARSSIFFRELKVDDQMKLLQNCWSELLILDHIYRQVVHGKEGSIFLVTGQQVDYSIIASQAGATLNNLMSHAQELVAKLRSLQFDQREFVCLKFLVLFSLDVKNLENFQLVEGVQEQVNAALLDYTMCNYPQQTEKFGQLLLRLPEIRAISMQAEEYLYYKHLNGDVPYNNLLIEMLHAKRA
KKLEB cytotox: CF airway cell cytotoxicity counter-screen; KKLEB CF airway cells viability, ATPlite luminescence, overnight; stronger effect = lower value; cells stimulated with P. aeruginosa culture filtrate; activity change (cytotoxicity), % at 5 µM; 0.36% of 360,000 active;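 active = corrected activity change at or below -50% at 5 µM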
Shn3 3UTR inh: reduces Shn3 3'UTR luciferase signal in osteoblasts | inhibition, % at 12.5 µM | AID 588674 | Clone20 osteoblast Shn3 3'UTR firefly luciferase, 24 h | 0.52% of 360,000 active;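 active = mean inhibition of at least 75% with every replicate also reaching 75%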;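 also: 0% = median of neutral control wells and 100% = pilot-screen positive control compound; some compounds past the cut are filed as inactive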
COUP-TFII inh: inhibitors of human COUP-TFII (NR2F2); 0.7% of 370,000 active; AID 686940; HEK293T NGFI-A luciferase reporter, luminescence; inhibition, % at 8.6 µM; P24468;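 active = inhibition above a per-plate cutoff, mean inhibition of test wells between control levels plus 3 SD, cut at about 38% in these data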;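 also: cells cotransfected with COUP-TFII expression vector driving the NGFI-A reporter; 0% = median of COUP-TF2 test wells and 100% = reporter-only cells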
Target sequence (P24468 whole entry, looked up): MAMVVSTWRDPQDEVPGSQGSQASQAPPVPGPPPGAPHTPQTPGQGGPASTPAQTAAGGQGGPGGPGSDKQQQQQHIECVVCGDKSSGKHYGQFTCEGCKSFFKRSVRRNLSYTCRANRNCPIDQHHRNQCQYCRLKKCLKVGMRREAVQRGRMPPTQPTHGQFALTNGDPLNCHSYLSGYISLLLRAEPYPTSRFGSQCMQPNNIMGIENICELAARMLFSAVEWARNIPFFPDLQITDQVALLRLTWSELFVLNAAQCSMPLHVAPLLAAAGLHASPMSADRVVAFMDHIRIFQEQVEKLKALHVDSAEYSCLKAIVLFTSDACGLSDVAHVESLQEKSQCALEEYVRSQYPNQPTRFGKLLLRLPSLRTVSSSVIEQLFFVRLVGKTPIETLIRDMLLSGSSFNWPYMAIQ
TWEAK Fn14 block: TWEAK-Fn14 signaling inhibition. TWEAK-stimulated Fn14 reporter cells, luciferase luminescence, 8 h. inhibition, % at 10 µM. 2% of 360,000 active. AID 1159606; in the data active = inhibition above about 50%
TROY NFkB inh: blocks TROY-dependent signaling in reporter cells; Q293 LMP1-TROYcd NF-kB luciferase reporter, 4 h; inhibition, % at 10 µM; 0.98% of 360,000 active;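 active = compounds whose plate-normalised and pattern-corrected inhibition of the luciferase reporter signal at the single screening dose is 50% or more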
C8 TRAIL sens: sensitizes caspase-8 expressing cells to TRAIL; NB7+C8 cells + TRAIL, ATPlite viability luminescence; inhibition (viability loss, TRAIL sensitization), % at 10 µM; 1% of 360,000 active; AID 624354;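 active = compounds causing at least 50% loss of cell viability in the single-dose screen, relative to plate controls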
LMP1 NFkB inh: Epstein-Barr LMP1 NF-kappaB reporter inhibition | LMP1-induced NF-kappaB luciferase reporter cells, luminescence | inhibition, % at 12.5 µM | 0.69% of 350,000 active | AID 504558; in the data active = inhibition above about 41%;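 also: 0% = neutral control wells and 100% = reference inhibitor control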
Numbers without * were called inactive; x = no result given.

SMILES,CF NFkB inh,SRC1 inh,SRC3 inh,NR5A2 inv ag,KKLEB cytotox,Shn3 3UTR inh,COUP-TFII inh,TWEAK Fn14 block,TROY NFkB inh,C8 TRAIL sens,LMP1 NFkB inh
CCOc1ccc(N(C)S(=O)(=O)c2ccc(C)c(C(=O)NCc3cccs3)c2)cc1,3,-11,-12,-1,-2,7,20,-8,3,15,-2
CCC(C)Nc1nc(Cl)nc(NCCOc2ccccc2)n1 (stereo unspecified),-2,-41,8,-70,9,-3,-8,7,-45,2,-8
COc1ccc(C(=O)NNC(=O)Cc2nc3nc(C)cc(C)n3n2)cc1,6,-16,5,-3,12,-6,0,-11,-16,-10,0
CCN(CC)c1ccc(C=C(c2nnnn2-c2ccccc2)c2nnnn2-c2ccccc2)cc1,15,-12,-8,0,-10,24,1,-4,7,-4,7
CC1(C)Cc2c(sc3c2c(=O)n(-c2cccc(Cl)c2)c(=O)n3CC(N)=O)CO1,3,-16,20,11,-1,1,1,-7,9,3,0
O=Cc1ccc(N2CCCCCC2)cc1,5,2,0,43,0,-8,-5,0,-14,2,-5
Cc1cc(CSc2ccccc2)ccc1NC(=O)COc1ccccc1,-7,12,8,-9,7,15,5,4,-22,15,5
CC(=O)Nc1ccc(C(=O)CSc2cc(C)c3cccc(C)c3n2)cc1,-15,-8,12,-3,-1,-1,-23,-12,7,-3,1
CCN(CC)C(=O)C1=C(C)N(CCCOC)C(=O)C(CC(=O)NC2CCCC2)C1 (stereo unspecified),17,-6,-12,-10,-23,4,1,-6,8,4,4
CCc1ccc(NC(=S)Nc2cc(OC)c(NC(=O)C(C)C)cc2OC)cc1,12,-13,3,2,-16,1,-18,-9,15,4,3
COc1ccccc1OCC(=O)Nc1cc(Cl)ccc1Oc1ccccc1,-2,5,-2,16,25,-9,-5,1,15,9,3
CC1=CC2=C(OC1N(C)C)c1cccc3cccc(c13)C2=O (stereo unspecified),-39,7,15,17,11,-9,x,5,24,-3,4
FC(F)(F)c1cccc(CON=C2CCN(c3ncc(C(F)(F)F)cc3Cl)CC2)c1,10,4,7,-2,-3,20,2,-10,-4,-7,-5
O=C(CN1CCN(C(=O)N2CCOCC2)CC1)Nc1ccc(Br)cc1,-14,-7,-9,15,7,27,-1,17,1,-3,-2
CCCCC[C@@H](C)N1C[C@H](COCc2ccccc2)Oc2cc(N3CC[C@@H](N(C)C)C3)ccc2S1(=O)=O,x,x,x,-42,x,x,18,1,13,77*,x
O=C(N/N=C/c1ccc([N+](=O)[O-])o1)c1cc(-c2ccc(-c3ccccc3)cc2)nc2ccccc12,25,-68,-115,-132,-36,28,-37,-2,-47,87*,38
Cc1ccc(-c2cc(=O)[nH]c(NCc3ccccc3)n2)cc1,-14,-6,11,2,6,-14,-4,9,-6,-20,-2
CCOc1ccc(/C=N/O)cc1,10,-5,-23,3,6,-23,-7,-3,-2,9,3
O=C(NCC1CCCO1)/C(=C\c1cccc([N+](=O)[O-])c1)NC(=O)c1ccccc1 (stereo unspecified),-4,11,19,-17,-34,7,-14,4,-6,-3,-8
CC1=[N+](C)N(c2ccccc2)C(=O)C1N=Cc1ccccc1Cl (stereo unspecified),-2,7,11,-6,10,6,-4,7,16,-2,15
Cc1occc1-c1nnc(SCC(=O)NC(=O)NC(C)C)n1N,11,7,9,11,6,-7,-8,-2,-3,-1,-3
C=CCn1c(COc2ccc(CC)cc2)nnc1SCC(=O)NC1CCS(=O)(=O)C1 (stereo unspecified),-18,-19,13,-2,4,11,7,11,0,7,-9
COc1cccc(N2C(=O)C3NN=C(C(=O)CN4C(=O)c5ccccc5C4=O)C3C2=O)c1 (stereo unspecified),14,11,12,9,-8,-6,0,-5,9,-4,x
Cn1c(SCC(=O)N2CCc3ccccc3C2)nnc1-c1cccs1,-6,9,3,-20,-6,-3,0,1,2,-2,-5
CCOc1ccccc1NC(=S)N1CCN(c2cccc(OC)c2)CC1,-8,1,-13,-3,2,10,5,5,-20,16,-14
Cc1ccccc1S(=O)(=O)NC(=O)C1(C)CCN1C(=O)c1ccccc1CCc1ccccc1 (stereo unspecified),6,-7,-12,6,-9,-9,4,3,-4,-1,x
CC(C)CC(C)c1cc(N)nc2nc3ccccc3n12 (stereo unspecified),-25,1,21,23,7,6,7,3,6,4,-11
c1ccc(-c2nc(NCc3ccco3)c3ccccc3n2)cc1,-26,1,10,15,6,7,11,-11,-43,-1,0
CC(=O)N1c2ccccc2CCc2ccc(N)cc21,-11,0,3,-27,0,6,2,31,10,10,-2
Cc1cc(OCc2ccc(F)cc2)nc(-c2ccccc2O)n1,-1,14,9,9,9,4,14,12,-7,0,-1
COc1ccc(C2(C)NC(=O)N(CC(=O)Nc3ccc4[nH]c(=O)[nH]c4c3)C2=O)cc1 (stereo unspecified),-2,-7,-20,-3,14,-3,-3,-7,-24,-16,-2
C=C(C)CSc1nnc(-c2cc(OC)c(OC)c(OC)c2)n1N,-27,2,-5,-13,4,-23,-6,-5,0,5,4
CCn1c(SCC(=O)Nc2nc(-c3ccc(C)cc3)cs2)nnc1-c1ccccc1O,-31,-8,3,8,18,1,48*,47,50*,29,-5
O=C(CSc1nnc(CN2CCCCCC2=O)n1-c1ccccn1)NCC(F)(F)F,-13,-2,9,16,9,3,-7,-10,0,-2,-4
O=C(c1ccc(Cl)cc1)n1c(NCc2ccccc2)n[nH]c1=S,-2,-4,-25,4,2,16,11,-37,-15,-17,-24
COc1ccc(-c2csc3nc(C(C)C)oc(=O)c23)cc1OC,-6,1,11,6,6,11,-4,-13,-10,2,36
Fc1ccc(NC(=S)Nc2cccc3ccccc23)cc1F,18,-14,1,18,-11,20,5,11,47,2,-3
C[C@@H]1CN([C@@H](C)CO)C(=O)c2cc(C#Cc3cccc(F)c3)cnc2O[C@H]1CN(C)C(=O)C1CCCCC1,10,-7,0,12,-10,8,18,-19,-11,2,-1
Cc1ccc(NC(=O)c2ncn(CC(=O)NCc3nc4ccccc4[nH]3)n2)cc1C,-5,-9,-48,-23,3,-10,-15,-12,-38,38,3
c1ccc(CCNc2nc(-c3ccccn3)nc3ccccc23)cc1,9,16,33,63,-27,x,50*,11,7,7,46*
Cc1cc(C)c(NC(=O)CNC(=O)c2ccc3ncsc3c2)c(C)c1,-10,-10,8,-4,6,37,12,5,3,-9,-2
NC(=O)CSc1ncc(-c2ccc([N+](=O)[O-])cc2)[nH]1,5,-20,-18,-20,4,-43,-23,-10,-5,2,-6
Cc1ccc(C(=O)CC(Nc2ccc(F)cc2)c2ccccc2)cc1 (stereo unspecified),-6,-26,-26,-15,2,-41,14,1,-29,6,-3
CCC(=O)N1CCc2cc(S(=O)(=O)N(CC)c3cccc(C)c3)ccc21,0,5,1,3,-1,25,-9,12,-7,22,5
COc1ccc(C(=O)NCc2nnc(SCC(=O)N3CCc4ccccc43)n2C2CCCCC2)cc1,5,-4,6,-8,-11,0,5,8,12,10,13
CC(Oc1cc(F)ccc1[N+](=O)[O-])C(=O)N(C)CC(=O)Nc1ccccc1C(F)(F)F (stereo unspecified),18,-1,-5,6,-29,4,-8,9,-36,-1,0
COc1ccc(/C=C/C(=O)c2cc(F)ccc2OC(=O)c2ccccc2C)cc1OC,54*,8,28,42,-27,9,-70,53*,24,-48,-12
COc1ccccc1NC(=S)N1CCC(C(=O)c2ccc(F)cc2)CC1,0,-7,1,2,-7,-19,-9,6,-7,-2,1
CC(=O)Nc1cc2c3ccccc3ccc2c2ccccc12,-12,-4,-1,-7,-9,17,5,28,-25,-1,7
CC(C)(C)N(Cc1ccccc1)C(=O)COC(=O)/C=C/c1ccc2c(c1)OCO2,-20,-1,-11,-25,0,11,-5,-1,-2,17,-2

TWEAK Fn14 block: what is marked active above.
SMILES | CF NFkB inh | SRC1 inh | SRC3 inh | NR5A2 inv ag | Shn3 3UTR inh | COUP-TFII inh | TWEAK Fn14 block | LMP1 NFkB inh
COc1ccc(/C=C/C(=O)c2cc(F)ccc2OC(=O)c2ccccc2C)cc1OC | 54* | 8 | 28 | 42 | 9 | -70 | 53* | -12

(listing goes on)
SMILES,CF NFkB inh,SRC1 inh,SRC3 inh,NR5A2 inv ag,KKLEB cytotox,Shn3 3UTR inh,COUP-TFII inh,TWEAK Fn14 block,TROY NFkB inh,C8 TRAIL sens,LMP1 NFkB inh
O=C(COc1ccc2c3c(c(=O)oc2c1)CCC3)NCc1ccncc1,-61,-1,7,44,12,-7,14,2,13,-8,-1
CC(NC(=O)Nc1ccc(O)cc1)(C(F)(F)F)C(F)(F)F,1,6,1,-1,5,20,-8,16,-6,-15,-1
Cc1nn(CC(=O)Nc2ccc(Br)cc2F)c(=O)c2cccn12,-11,11,7,-1,-37,-21,-7,-13,6,-19,-10
CCN(C(=O)COC(=O)c1c(NC(C)=O)sc(C)c1C)c1c(N)n(Cc2ccccc2)c(=O)[nH]c1=O,-16,-2,-12,-15,-4,-10,4,-6,6,28,2
CN(c1ccccc1)S(=O)(=O)c1ccc(NC(=O)c2ccccc2)cc1,2,-2,13,9,-2,-5,14,18,11,-5,-1
CCCn1c(NCc2cc(C)ccc2O)nc2ccccc21,12,9,8,-8,-5,9,-3,-4,-14,8,3
CCOC(=O)c1ccc(Nc2ncnc3c2cnn3C)cc1,6,-13,-5,-5,2,7,-23,-14,-39,6,-23
CCCCNc1c([N+](=O)[O-])cc(C)cc1[N+](=O)[O-],8,-2,11,8,16,-2,-7,-7,-14,9,-12
O=C(CCn1c(=O)oc2ccccc21)Nc1ccon1,28,14,19,23,1,-10,-5,2,-8,16,5
Cc1nn(C)cc1/C=C1\CCC/C(=C\c2cn(C)nc2C)C1=O,11,8,-23,10,-8,-11,1,-11,-2,-2,-1
CN(C(=O)c1ccc(NC(=O)Cc2cccc(NC(=O)C3CCN(C(=O)C4CCCCC4)CC3)c2)cc1)C1CC1,5,-7,-15,20,10,-26,-4,11,11,24,2
C[C@H]1CN([C@@H](C)CO)C(=O)CCCn2cc(nn2)CO[C@@H]1CN(C)C(=O)Nc1cccc(Oc2ccccn2)c1,2,6,-2,-19,7,-8,5,1,-12,-3,-6
O=C(CSc1nc(=O)n2cc(Cl)ccc2n1)Nc1ccc2c(c1)OCO2,2,-2,4,22,17,14,-5,-1,-34,-3,-11
COc1ccc(O)c(-c2cn[nH]c2-c2cccs2)c1,8,8,4,5,-16,18,10,11,4,24,-1
COc1cc(CN2CCCC(N3CCN(c4ccccc4C)CC3)C2)cc(Cl)c1O (stereo unspecified),3,9,-13,-7,5,22,12,-2,-11,-15,78*
O=C1CCCN1CCC1CCCCN1Cc1nc(-c2cnccn2)no1 (stereo unspecified),2,-7,0,10,-3,-20,-8,13,-8,-19,-4
C=CCn1c(SCC(=O)NC2CC2)nc2sc(CC)cc2c1=O,-3,3,-26,4,-6,7,2,-7,11,4,2

Screening results: PubChem, several laboratories

Only part of the results is shown; the hit share may differ from the screen's.
